Screening results as filed in PubChem.
KOR beta-arrestin-1 = kappa opioid receptor blockers – cell-based, luminescence, uHTS (AID 1778). KOR beta-arrestin recruitment, luminescence, antagonist mode; higher % means a stronger effect. inhibition, % at 10 µM, or IC50 in µM where a hit was titrated. actives 0.091% (n = 290,000); further: strong numbers were not always called active
HEK293 NOD2/NF-kB = inhibition of NOD2-driven NF-kB reporter – cell-based, luminescence, uHTS, HEK293 (AID 1566) | HEK293 NOD2/NF-kB luciferase reporter, luminescence; higher % means a stronger effect | inhibition, % at 4 µM; hits with a dose series show EC50 in µM | actives 0.63% (n = 290,000); further: many of its hits are not listed in these tables
NOD1 inhibition = inhibition of NOD1-driven NF-kB reporter – cell-based, luminescence, uHTS, primary screen (AID 1578). NOD1-driven NF-kB luciferase reporter cells, luminescence; higher % means a stronger effect. actives 1% (n = 290,000). one-dose inhibition, % at 4 µM; EC50 in µM for titrated hits; in the data active means inhibition mostly above about 36%, no sharp cut-off; inactive means mostly below about 34%;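 further: HEK-293T reporter cells stimulated with the NOD1 agonist gamma-tri-DAP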
SV40 large T antigen = SV40 large T antigen inhibitors, biochemical (AID 1903) | SV40 large T antigen ATPase/helicase inhibition assay; higher % means a stronger effect | inhibition, % at 20 µM; hits with a dose series show IC50 in µM | actives 0.39% (n = 310,000); in the data active means a potency from the dose series; further: strong numbers were not always called active
HIV peptide binding = cell-free HIV fusion peptide-binding blockers – biochemical, uHTS, fluorescence dequenching, primary screen (AID 1986); cell-free peptide binding, fluorescence dequenching, 30 min; higher % means a stronger effect; actives 0.3% (n = 290,000); inhibition, % at 20 µM; hits with a dose series show IC50 in µM; in the data active means inhibition mostly above about 52%, no sharp cut-off; inactive means mostly below about 76%; further: some results filed as inactive read as strong as hits
KOR beta-arrestin-2 = kappa opioid receptor activators – cell-based, luminescence, uHTS, primary screen (AID 1777). KOR beta-arrestin recruitment, luminescence; higher % means a stronger effect. one-dose activation, % at 10 µM; EC50 in µM for titrated hits. actives 0.02% (n = 280,000); in the data active means activation above about 50%, passing the limit was not always enough; further: a part of the inactive calls stands beside numbers as strong as those of hits
GPR55 LPI antagonism = GPR55 antagonists blocking LPI-driven arrestin recruitment, primary screen, imaging, U2OS, beta-arrestin-GFP, LPI agonist (AID 2013) | U2OS GPR55 beta-arrestin-GFP translocation imaging, LPI antagonism; higher % means a stronger effect | inhibition, % at 10 µM, or IC50 in µM where a hit was titrated | actives 0.13% (n = 290,000);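 active means spots per cell inhibited over 60%, with over 100 cells counted and total cytoplasm intensity under 500,000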;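 further: U2OS cells stably carrying GPR55 and arrestin-GFP stimulated by 5 µM LPI near EC80; imaged beta-arrestin-GFP aggregate spots per cell after agonist stimulation; plate controls were LPI-stimulated DMSO wells for no effect and DMSO wells without LPI for full effect; some results filed as inactive read as strong as hits; confirmed hits need IC50 under 10 µM and bright autofluorescent wells are also inconclusive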
GPR55 beta-arrestin = selective activators of receptor GPR55 – imaging, U2OS cells, beta-arrestin-GFP redistribution, primary screen (AID 1961). actives 0.048% (n = 290,000). activation, % at 10 µM, or EC50 in µM where a hit was titrated. U2OS GPR55 beta-arrestin-GFP redistribution imaging; higher % means a stronger effect;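 active means activation above 40% with more than 50 cells counted in the well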;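 further: U2OS osteosarcoma cells stably expressing GPR55 and beta-arrestin-GFP; plate controls were DMSO negative control for no effect and LPI positive control for full effect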
Rac1 GTP hydrolysis = MgcRacGAP GTPase-activating activity inhibitors, confirmation, biochemical, ADP Hunter fluorescence; inhibition, % at 30 µM, or IC50 in µM where a hit was titrated; AID 624330; actives 0.6% (n = 340,000); MgcRacGAP-stimulated Rac1 GTP hydrolysis, ADP Hunter fluorescence; higher % means a stronger effect; GST-tagged Rac1 F28L mutant substrate;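 active means first-screen hits whose inhibition reached a set limit at any dose in the follow-up dose series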;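 further: fluorescence reports GDP produced by GAP-driven GTP hydrolysis; strong numbers were not always called active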
Active calls of the source: *; nt = no result given; & = joins results of further samples; [ ] = remark or other dose. Unless noted, no stated cut-off is given here; in the data, active means inhibition above about 50%; inactive means the rest. Only part of the results is shown; rates above refer to the full screens.

SMILES	KOR beta-arrestin-1	HEK293 NOD2/NF-kB	NOD1 inhibition	SV40 large T antigen	HIV peptide binding	KOR beta-arrestin-2	GPR55 LPI antagonism	GPR55 beta-arrestin	Rac1 GTP hydrolysis
CCOC(=O)N1CCN(C(=O)CN(c2cccc(C(F)(F)F)c2)S(=O)(=O)c2ccccc2)CC1	-14.0%	22.7%	-7.6%	17.9%	-1.5%	-0.5%	1.0%	-0.1%	-3.1%
CCOC(=O)C1(CCc2ccccc2)CCN(Cc2nccn2CC)CC1	4.7%	2.5%	-26.9%	2.5%	1.1%	-5.1%	0.3%	-0.3%	7.0%
COc1ccc(C(O)(C(C)C)C(CN2CCOCC2)c2ccccc2)cc1 (configuration not stated)	-12.7%	8.6%	5.4%	20.8%	-1.2%	-5.4%	3.9%	0.0%	4.2%
CCOC(=O)C(Cc1c[nH]c2ccccc12)NC(=O)c1ccco1 (configuration not stated)	17.3%	-3.1%	-14.5%	-7.8%	-2.4%	10.2%	-7.5%	-0.2%	-10.6%
O=C(c1ccco1)N1CCN(C(=O)C(c2ccccc2)c2ccccc2)CC1	-4.8%	4.7%	-34.1%	7.7%	2.1%	-3.5%	-4.6%	-0.3%	4.5%
O=C(COC(=O)CN1C(=O)C2CCCCC2C1=O)Nc1cc(S(=O)(=O)N2CCOCC2)ccc1Cl (configuration not stated)	15.3%	11.9%	-5.0%	6.4%	-2.5%	-0.4%	6.3%	-0.3%	6.3%
O=C(C1=C[C@H](c2ccc3c(c2)OCO3)C[C@H](OCc2ccc(CO)cc2)O1)N1CCOCC1	-28.6%	-14.3%	11.7%	4.4%	1.0%	7.3%	0.6%	-0.2%	10.2%
Cc1cc(C(=O)N/N=C/c2cccc([N+](=O)[O-])c2O)n[nH]1	9.4%	11.7%	-17.0%	-4.1%	5.8%	-1.0%	6.2%	-0.1%	6.6%
CCOc1ccc(C(=O)N/N=C/c2c(C)[nH]c(=O)[nH]c2=O)cc1	6.2%	10.9%	-11.8%	5.3%	-2.6%	4.0%	4.3%	-0.3%	nt
CCOC(=O)N1CCN(C(=O)Cc2ccc(C)cc2)CC1	2.9%	-3.3%	-6.5%	1.2%	-2.5%	-1.2%	7.4%	-0.2%	-1.5%
Cc1ccc(C(=O)NC2CCCCCCC2)c(Cl)c1	-3.5%[20 µM]	-98.0%	-25.5%	9.3%	0.6%	-3.1%	3.3%	-0.2%	9.6%
CN(C)/C=N/c1sccc1C(N)=O	1.8%	12.0%	-5.5%	2.2%	13.2%	1.9%	3.9%	0.2%	9.2%
Cc1ccc(C(=O)Nc2ccc(Cc3ccncc3)cc2)cc1[N+](=O)[O-]	-3.2%	8.6%	-0.9%	5.1%	-0.7%	-0.6%	-0.2%	-0.1%	0.1%
CC(C)C[C@@H](CO)N1CCN(CC(C)C)CCC1=O	-23.0%[20 µM]	-15.6%	-21.3%	9.6%	1.7%	-3.3%	1.4%	0.0%	9.5%
CCn1c2c(c3ccc(OC)cc31)CCCC2=O	-1.0%	-2.1%	-3.9%	-0.3%	-0.8%	13.9%	-0.7%	0.0%	12.8%
COc1ccc(C(=O)Nc2scc(-c3ccc(Cl)cc3Cl)c2C(N)=O)cc1	-32.9%	-75.2%	2.0%	0.6%	2.3%	6.7%	16.1%	-0.1%	-4.5%
O=C(Nc1ccc(N2CCOCC2)cc1)c1ccncc1	-7.9%	-0.5%	-32.1%	7.8%	-2.5%	-2.9%	-3.6%	0.4%	10.0%
O=C(COC(=O)c1c2c(nc3ccccc13)CCCC2)Nc1ccc2c(c1)OCO2	-4.1%	4.2%	14.1%	9.5%	-0.6%	1.0%	1.9%	0.2%	3.8%
O=C(c1cc2ccccc2oc1=O)N1CCOCC1	18.4%	-47.7%	-6.0%	13.1%	-1.4%	-0.9%	12.2%	0.0%	8.6%
Cc1ccccc1S(=O)(=O)Cc1ccc(C(=O)NCCCN(C)Cc2ccccc2)o1	24.0%	-4.3%	-16.9%	8.4%	1.0%	-0.8%	11.6%	-0.2%	6.4%
COc1ccc2c(=O)c3ccccc3oc2c1	-35.0%[20 µM]	-26.9%	-48.3%	7.2%	1.4%	-0.5%	4.5%	-0.2%	5.9%
COc1ccc(NC(=O)Cn2nnc(C(=O)NCc3ccc(C)cc3)c2N)cc1Cl	-71.6%	7.1%	-1.2%	34.0%	1.6%	3.1%	14.1%	0.3%	8.6%
N#C/C(=C(/O)CN1C(=O)c2ccccc2C1=O)c1nc2ccccc2[nH]1	-17.2%	9.6%	3.8%	2.7%	4.7%	0.6%	-7.8%	-0.3%	8.9%
COc1ccc(CNC(=O)Cc2ccc(NC(=O)C3=C(C)OCCS3)cc2)cc1	-16.0%	-60.1%	-39.9%	4.8%	-0.3%	-3.2%	-1.4%	0.3%	9.7%
O=C1OC(Cc2ccccn2)C(O)=C1C1=NCCCCN1 (configuration not stated)	5.9%	-30.4%	-8.9%	-3.4%	-0.2%	2.0%	-0.3%	0.4%	-6.8%

Brought forward from above: two compounds, followed by the next part.
SMILES	KOR beta-arrestin-1	HEK293 NOD2/NF-kB	NOD1 inhibition	SV40 large T antigen	HIV peptide binding	KOR beta-arrestin-2	GPR55 LPI antagonism	GPR55 beta-arrestin	Rac1 GTP hydrolysis
COc1ccc(CNC(=O)Cc2ccc(NC(=O)C3=C(C)OCCS3)cc2)cc1	-16.0%	-60.1%	-39.9%	4.8%	-0.3%	-3.2%	-1.4%	0.3%	9.7%
O=C1OC(Cc2ccccn2)C(O)=C1C1=NCCCCN1 (configuration not stated)	5.9%	-30.4%	-8.9%	-3.4%	-0.2%	2.0%	-0.3%	0.4%	-6.8%
COC(=O)N1CCN(S(=O)(=O)c2ccc(F)cc2)CC1	-50.5%	0.6%	-10.6%	-5.5%	1.4%	3.8%	10.9%	0.7%	-0.8%
Cc1cccc(NC(=O)CN(C)S(=O)(=O)c2ccc(Cl)cc2)n1	13.4%	1.6%	7.7%	0.7%	1.9%	-1.0%	-5.0%	-0.1%	5.7%
COc1cc(/C=N/O)cc(Br)c1OCc1ccc(Cl)cc1	-27.8%	22.7%	nt	10.9%	-1.8%	1.8%	10.9%	-0.1%	0.9%
Cc1cccc(CNCc2ccccc2)c1	0.9%	-13.0%	-9.5%	6.5%	0.5%	6.6%	17.2%	0.5%	10.1%
O=C(C1CCC(CNc2c(N3CCCCC3)c(=O)c2=O)CC1)N1CCc2ccccc2C1 (configuration not stated)	-33.0%	3.6%	0.2%	19.3%	-2.3%	-3.3%	-1.2%	-0.1%	14.8%
NC(=O)c1cc(C(=O)c2ccc(Cl)cc2Cl)c[nH]1	-5.6%[20 µM]	47.8%	32.2%	2.1%	0.9%	-7.7%	2.9%	-0.1%	1.2%
COc1cc(/C=N/NC(=O)CN2CCCCC2)ccc1OCc1ccc(Br)cc1	-52.2%	-77.6%	-36.5%	20.5%	-1.9%	6.3%	15.5%	-0.4%	6.7%
CCOc1cc(CNC(=O)CCCn2c(=O)c3cccn3c3cccnc32)cc(OCC)c1OCC	-13.5%	5.6%	5.7%	3.9%	0.9%	1.7%	-0.6%	0.1%	10.4%
CCOC(=O)N1CCC(N2C(=O)c3ccccc3C2Nc2ccc3c(C)cc(=O)oc3c2)CC1 (configuration not stated)	-48.2%	5.3%	20.2%	10.6%&1.8%	1.1%	0.0%	-13.0%	-0.1%	-0.1%
NC(=O)c1cc2ccccc2o/c1=N/NC(=O)c1ccccc1	8.2%	-6.8%	2.5%	-2.7%	-0.4%	-3.0%	-7.1%	0.4%	9.2%
COc1ccc2ccc(=O)oc2c1CC(O)C(C)(C)O (configuration not stated)	10.3%	-6.9%	-11.4%	7.6%	0.3%	-2.2%	10.8%	0.6%	1.6%
CCc1cc(=O)oc2cc(C)cc(OCC(=O)NCCc3c[nH]c4ccccc34)c12	6.5%[20 µM]	13.3%	18.4%	5.0%	1.9%	1.5%	-5.9%	-0.2%	-5.5%
O=C(CSc1ncccn1)N1CCN(C(c2ccccc2)c2ccccc2)CC1	0.9%	-0.3%	-2.3%	11.4%	-4.2%	5.1%	-1.3%	-0.1%	1.1%
C=CCSC(=S)Nc1c(C)n(C)n(-c2ccccc2)c1=O	0.1%	8.7%	-53.8%	4.3%	0.1%	-5.3%	5.1%	0.0%	-0.2%
O=C(NC1CC2CCCC(C1)N2C(=S)Nc1ccccc1Cl)C1CC1 (configuration not stated)	36.3%	17.3%	-31.2%	7.6%	-1.3%	-1.4%	-5.9%	-0.2%	9.4%
O=C(OCCO)c1cc(Cl)c(C(=O)OCCO)cc1Cl	3.9%	1.7%	-0.5%	10.4%	1.0%	6.2%	-3.4%	-0.2%	6.8%
C[C@H](NC(=O)CCCn1nnc2ccccc2c1=O)C(=O)O	-25.8%	7.3%	-10.4%	3.6%	-2.1%	5.0%	-4.1%	0.2%	6.3%
CC(=O)Nc1ccc(S(=O)(=O)NNC(=S)NCc2ccco2)cc1	27.1%	2.6%	-22.9%	9.8%	-1.8%	-2.3%	20.2%	0.0%	0.7%
O=C(CCCC(=O)N(CC(=O)NC1CCCCC1)c1cccc(F)c1)Nc1ccccn1	13.9%	0.7%	-21.6%	4.6%	0.6%	-2.7%	1.5%	0.0%	7.1%
COc1ccc(C)cc1NC(=O)CNC(=O)[C@@H]1Cc2ccccc2CN1	1.7%	3.9%	-7.2%	nt	-0.2%	1.0%	-8.8%	-0.1%	nt
Cc1ccc2nc(-c3ccccc3)c(CN3CCOCC3)n2c1	31.7%[20 µM]	8.8%	-25.2%	6.0%	1.3%	-9.7%	9.8%	0.2%	8.7%
Cc1ccccc1OCc1nnc(SCC(=O)Nc2ccc3nc(SCC(=O)NC(C)(C)C)sc3c2)n1C	-3.6%	19.4%	-10.5%	15.3%	-2.1%	-4.4%	4.4%	-0.4%	11.1%
COC(=O)CNC(=O)COc1ccccc1	-5.5%	-10.4%	-0.3%	20.6%	-2.1%	0.1%	-6.3%	0.2%	2.1%

A draw from above in order of number of heavy atoms, rising.
SMILES	KOR beta-arrestin-1	HEK293 NOD2/NF-kB	NOD1 inhibition	SV40 large T antigen	HIV peptide binding	KOR beta-arrestin-2	GPR55 LPI antagonism	GPR55 beta-arrestin	Rac1 GTP hydrolysis
O=C(Nc1ccc(N2CCOCC2)cc1)c1ccncc1	-7.9%	-0.5%	-32.1%	7.8%	-2.5%	-2.9%	-3.6%	0.4%	10.0%
COc1ccc(C(O)(C(C)C)C(CN2CCOCC2)c2ccccc2)cc1 (configuration not stated)	-12.7%	8.6%	5.4%	20.8%	-1.2%	-5.4%	3.9%	0.0%	4.2%
CCOC(=O)N1CCC(N2C(=O)c3ccccc3C2Nc2ccc3c(C)cc(=O)oc3c2)CC1 (configuration not stated)	-48.2%	5.3%	20.2%	10.6%&1.8%	1.1%	0.0%	-13.0%	-0.1%	-0.1%
